# Screening results deposited in PubChem BioAssay by NCI.
# All columns: NCI-60 one-dose screen, growth in % after 48 h at 10 µM unless noted; 100 = growth as untreated, 0 = no growth, -100 = all killed.
# M14: M14 melanoma; actives 6.2% (n = 80,000); AID 1794745
# A549/ATCC: A549/ATCC NSCLC. actives 3.7% (n = 81,000)
# HOP-62: HOP-62 NSCLC | actives 3.9% (n = 80,000)
# EKVX: EKVX NSCLC; actives 3% (n = 71,000); AID 1794765
# HOP-92: HOP-92 NSCLC cells | actives 6.3% (n = 71,000)
# MALME-3M: MALME-3M melanoma; actives 5.8% (n = 78,000)
# UACC-62: UACC-62 melanoma; actives 5.4% (n = 81,000); AID 1794756
# UACC-257: UACC-257 melanoma. actives 4.4% (n = 78,000). AID 1794764
# * = called active by the depositor; . = not tested or not shown; & = joins results of further samples; [ ] = dose if it differs, or a comment. How the source made its calls: active means growth percent below 10; inactive means the rest. Compounds were not picked by outcome. About 10% of those tested had a hit in this group.
SMILES,M14,A549/ATCC,HOP-62,EKVX,HOP-92,MALME-3M,UACC-62,UACC-257
CCCC(C)(O)C#CC(C)(O)CCC (stereo not drawn),101.7,107.4,106.5,113.0,.,.,102.2,115.6
CC(C)(C)C1OC1(C)CO (stereo not drawn),102.6,102.3,111.9,.,.,79.1,104.4,97.8
COC(=O)c1ccc(-c2ccccc2)cc1,111.9,90.5,110.6,106.9,85.4,122.4,95.1,92.4
c1ccc(Cc2nc3ccccc3s2)cc1,110.8,104.7,110.3,104.0,103.9,119.9,96.6,110.1
Cc1c(Cl)cccc1S(=O)(=O)Nc1ccc2c(c1)C(=O)N(C1CCC(=O)NC1=O)C2=O (stereo not drawn),.,104.3,73.5,91.2,49.0,55.0,98.4,113.4
NC(Cc1ccccc1)C(=O)NNc1n[nH]c(=S)n1N (stereo not drawn),97.2,106.5,110.1,104.6,93.5,95.7,95.6,101.0
Cc1cc2c(s1)CCCC1CC(=O)N(CN3CCN(c4ccccc4)CC3)N=C21 (stereo not drawn),102.9,108.2,106.2,78.9,100.8,110.9,102.3,107.9
CC(C)(C)OC(=O)Nc1ccc(-c2ccc3nnnn3c2)cc1,102.1,91.5,101.2,88.3,65.0,101.2,88.4,90.4
N=C(N)c1ccc(-c2ccc(-c3cncc4ccccc34)s2)s1,-76.8*,-85.8*,-84.8*,-65.7*,-82.6*,-59.1*,-64.5*,122.5
c1ccc(Nc2cccs2)nc1,108.7,107.8,113.2,110.7,.,107.2,101.4,102.5
CC1=NN(c2ccc(N)cc2)C(=O)C1,.,100.6,89.1,97.6,88.8,106.3,96.0,100.5
CN(C)c1ncnc2[nH]ncc12,100.1&99.7,100.4&106.0,111.2&92.6,111.2&95.1,117.2,114.3&116.7,97.7&95.4,104.2&112.4
CCCCCCCCCC1(CC(=O)OCC)SCCN1C(N)=O (stereo not drawn),98.7,96.5,111.2,.,94.9,.,91.6,107.8
COc1cc(/C=N\NC(=O)c2ccc(-c3nc4ccc(C)cc4[nH]3)cc2)cc(OC)c1OC,45.7,83.8,74.8,67.5,46.3,19.7,44.2,55.6
Nc1ncn(CC#CCO)c(=O)n1,93.2,97.5,.,85.3,104.1,98.2,105.8,100.0
COc1cc(CCC(C)=O)ccc1O,108.4,90.9,95.8,108.1,95.7,110.4,94.3,89.7
NCCCNCCSP(=O)(O)O,103.2&109.7&108.3,93.2&94.6,91.9&96.5&110.3,96.4&118.5&102.5,78.4&94.8&102.0,111.0&97.1&105.9,92.1&98.5&110.3,92.0&96.5
N#C/C(=C\c1ccc2c(c1)OCO2)n1nnc2ccccc21,2.8*,17.1,28.7,23.0,-2.7*,25.8,20.0,64.4
COc1ccccc1NS(=O)(=O)c1cccc(C(=O)Nc2ccc(Br)cc2)c1,38.9,46.0,62.9,20.1,38.9,32.0,32.1,32.9
O=c1c2c3c(sc2n2c(-c4cn(-c5ccccc5)nc4-c4ccc(Cl)cc4)nnc2n1Cc1ccccc1)CCCC3,60.3,104.7,94.6,87.1,81.8,97.4,90.6,117.6
CNC(=O)c1cc(Oc2ccc3nc(Nc4cc(Cl)cc(Cl)c4)ccc3c2)ccn1,38.5,49.3,72.1,53.1,67.6,64.7,44.7,53.2
O=c1nc(-c2ccc(Br)cc2)cc(-c2cn(-c3ccccc3)nc2-c2ccc(OCc3ccccc3)cc2)[nH]1,102.2,104.5,91.7,107.0,95.8,106.6,92.7,108.3
Nc1cccc(-c2nc3sccn3c2-c2ccnc(NCCNS(=O)(=O)c3ccc(Cl)cc3)n2)c1,99.4,96.0,102.7,89.4,84.7,102.2,85.3,108.1
Cc1nc(-c2ccccc2)ccc1-c1nnc(SCC(=O)O)o1,105.3,103.5,97.6,92.4,89.8,100.9,99.6,106.1
O=c1oc2ccccc2nc1/C=C(\O)c1ccncc1,97.7,110.2,114.2,109.4,.,112.3,85.0,98.6
COc1ccc(-c2ccc(-c3ccccc3N)c3[nH]c4ccccc4c23)cc1,75.7,64.9,84.4,.,83.9,93.1,74.9,96.0
COc1ccc(-c2nc(SCC(C)C)nc(N(CCO)CCO)c2C#N)cc1,103.9,86.6,.,97.5,84.1,119.6,84.2,103.8
CCSC(=O)OCn1ncc2cc([N+](=O)[O-])ccc21,109.2,96.9,104.8,.,91.6,108.1,117.0,92.1
CC(=O)NC(C)c1ccccc1 (stereo not drawn),104.0,95.2,100.2,102.1,91.7,90.1,102.4,88.6
O=C(Nc1ccccc1C1=NCC(CO)O1)c1ccc(C(F)(F)F)cc1 (stereo not drawn),105.0,97.6,97.6,100.9,118.3,107.9,92.2,110.7
CC1=NN(c2ccccc2)C(=O)C1N=Nc1ccc(S(=O)(=O)Nc2nnc(C)s2)cc1 (stereo not drawn),99.9,96.1,98.6,.,.,101.9,101.8,123.3
C=C(C)[C@@H]1CC[C@]2(C(=O)NCCCCCN(CCC#N)CCC#N)CC[C@]3(C)[C@H](CC[C@@H]4[C@@]5(C)CCC(=O)C(C)(C)[C@@H]5CC[C@]43C)[C@@H]12,97.6,90.9,82.6,75.2,97.0,119.3,84.0,103.2
CC(CN1CCN(C)CC1)CN1c2ccccc2Sc2ccc(C(F)(F)F)cc21 (stereo not drawn),0.8*,41.2,85.6,70.4,39.7,62.9,-40.4*,30.0
CC1=C(c2cc(-c3ccc(Cl)cc3)nc(=O)[nH]2)C(c2ccccc2)NC(=S)N1 (stereo not drawn),101.9,96.5,116.6,87.9,94.0,106.3,77.2,101.5
CC(C)N1CCSC1=S,103.5,102.9,97.4,96.6,88.3,108.1,97.3,101.0
CC(=O)OCC1OC(OC(C)=O)C(NC(=O)NS(=O)(=O)c2ccc(CCNC(=O)c3ccc(Cl)cc3Cl)cc2)C(OC(C)=O)C1OC(C)=O (stereo not drawn),101.3,98.2,103.2,94.4,109.4,107.9,97.5,100.1
CC(=O)C1CCC2C3CC=C4N(C)C(=O)CCC4(C)C3CCC12C (stereo not drawn),111.5,104.7,103.9,74.2,.,132.9,93.3,100.1
C[C@@H]1CC[C@@H]2[C@@H]1[C@H](OC(=O)/C=C/c1ccccc1)[C@]1(CCCOCCOCCOCCOC(=O)CCCC[C@@H]3SC[C@@H]4NC(=O)N[C@@H]43)C[C@@H](OC(=O)CO)[C@@]2(C)O1,.,97.7,99.3,101.5,107.7,99.6,102.5,109.5
NC1=NN(O)C2=CC(Br)C=CC2=N1 (stereo not drawn),91.6,102.6,91.8,72.8,95.9,96.7,96.0,90.1
O=C(c1ccccc1O)N1CCCCC1,96.5,71.9,79.3,100.0,96.9,94.9,98.8,77.7
CC(=O)N(O)C(C)C#Cc1ccc(NS(=O)(=O)c2ccc(Cl)cc2)cc1 (stereo not drawn),94.3,94.8,101.7,104.2,61.3,102.3,68.9,102.2
NS(=O)(=O)c1ccc(Cn2c(SCC(=O)N/N=C/c3cccc(O)c3)nc3ccccc3c2=O)cc1,100.5,95.6,85.2,73.6,96.6,88.4,94.0,93.2
C/C(=C(/c1ccc(O)cc1)c1ccc(OCCN(C)C)cc1)c1ccc(Cl)cc1,-70.7*,56.4,67.4,61.4,32.5,-47.9*,-27.3*,-66.6*
O=C(O)CC(Cl)C(Cl)CC(=O)O (stereo not drawn),102.2,94.6,109.9,.,.,90.7,100.3,92.2
COc1ccc(/C(=C/c2cc(OC)c(OC)cc2[N+](=O)[O-])C(=O)O)cc1,104.5,108.0,94.1,104.8,97.2,.,105.8,117.6
CCc1cccc(CC)c1NC(=O)c1ccccc1Br,96.6,90.4,105.3,101.8,87.4,89.3,66.1,88.4
C=C(C)[C@@H]1CC[C@]2(C(=O)N[C@H](CO)Cc3ccccc3)CC[C@]3(C)[C@H](CC[C@@H]4[C@@]5(C)CCC(=O)C(C)(C)[C@@H]5CC[C@]43C)[C@@H]12,81.1,60.0,76.3,73.7,79.5,97.6,78.0,86.7
CCN(CC)CCCNc1cccc2c(SCc3ccccc3)ccnc12,-47.4*,63.7,94.8,63.5,26.2,-84.3*,.,88.1
CN(C)Cc1cn(-c2ncc(-c3ccc(C(F)(F)F)cc3)c(NC3CCCCCC3)n2)nn1,84.5,95.2,94.2,.,.,73.5,97.6,82.8
O=C(Nc1ccccc1C(=O)N/N=C/c1cc2ccccc2cn1)c1ccc(F)cc1,66.1,68.2,53.9,64.1,95.8,86.6,67.9,72.1

# Arranged by length of the SMILES (smallest number first): some entries from above
SMILES,M14,A549/ATCC,HOP-62,EKVX,HOP-92,MALME-3M,UACC-62,UACC-257
O=C(c1ccccc1O)N1CCCCC1,96.5,71.9,79.3,100.0,96.9,94.9,98.8,77.7
O=C(O)CC(Cl)C(Cl)CC(=O)O (stereo not drawn),102.2,94.6,109.9,.,.,90.7,100.3,92.2
NC1=NN(O)C2=CC(Br)C=CC2=N1 (stereo not drawn),91.6,102.6,91.8,72.8,95.9,96.7,96.0,90.1
CCc1cccc(CC)c1NC(=O)c1ccccc1Br,96.6,90.4,105.3,101.8,87.4,89.3,66.1,88.4
CC(=O)C1CCC2C3CC=C4N(C)C(=O)CCC4(C)C3CCC12C (stereo not drawn),111.5,104.7,103.9,74.2,.,132.9,93.3,100.1
CC(=O)N(O)C(C)C#Cc1ccc(NS(=O)(=O)c2ccc(Cl)cc2)cc1 (stereo not drawn),94.3,94.8,101.7,104.2,61.3,102.3,68.9,102.2
O=C(Nc1ccccc1C(=O)N/N=C/c1cc2ccccc2cn1)c1ccc(F)cc1,66.1,68.2,53.9,64.1,95.8,86.6,67.9,72.1
COc1ccc(/C(=C/c2cc(OC)c(OC)cc2[N+](=O)[O-])C(=O)O)cc1,104.5,108.0,94.1,104.8,97.2,.,105.8,117.6
CN(C)Cc1cn(-c2ncc(-c3ccc(C(F)(F)F)cc3)c(NC3CCCCCC3)n2)nn1,84.5,95.2,94.2,.,.,73.5,97.6,82.8
NS(=O)(=O)c1ccc(Cn2c(SCC(=O)N/N=C/c3cccc(O)c3)nc3ccccc3c2=O)cc1,100.5,95.6,85.2,73.6,96.6,88.4,94.0,93.2
C=C(C)[C@@H]1CC[C@]2(C(=O)N[C@H](CO)Cc3ccccc3)CC[C@]3(C)[C@H](CC[C@@H]4[C@@]5(C)CCC(=O)C(C)(C)[C@@H]5CC[C@]43C)[C@@H]12,81.1,60.0,76.3,73.7,79.5,97.6,78.0,86.7

# (listing goes on)
SMILES,M14,A549/ATCC,HOP-62,EKVX,HOP-92,MALME-3M,UACC-62,UACC-257
Cc1ccc(NC(=O)/C=C/c2ccccc2)c(C(N)=O)c1,27.0,25.7,88.2,64.1,62.9,96.6,44.2,63.2
CCOC(=O)/C(F)=C/C1CC1C1CCCCC1 (stereo not drawn),98.9,103.5,121.8,109.6,83.1,97.9,95.5,120.0
CC1(C)CC(=O)C2OC2(C)C1 (stereo not drawn),.,104.3,115.8,114.5,82.7,122.8,113.4,117.2
COc1ccc(C(=O)c2sc3nc4c(cc3c2N)CCCC4)cc1OC,27.7,41.4,38.5,.,67.3,63.0,36.2,79.6
COc1cc(C(C)(C)C)cc(CN(C)C)c1O,102.2,102.8,94.7,104.5,.,100.8,104.3,105.6
O=C1[C@@H](Cl)C2(C(=O)Nc3ccccc32)N1c1ccccc1 (stereo partly drawn),86.8,93.7,82.8,96.2,90.0,87.1,.,.
Nc1nnc(C(=O)c2cnc3n(c2=O)CCCCC3)s1,96.7,101.5,100.6,98.8,98.4,101.3,93.3,101.2
CCC(=O)Nc1ccc(-c2nc(-c3cccc(OCCN4CCOCC4)c3)c(-c3ccnc(Br)c3)[nH]2)cc1,86.2,99.7,91.2,99.9,82.1,80.2,76.7,93.8
CCCCCCC1OCCN1CC (stereo not drawn),121.7,98.5,112.5,.,86.5,108.9,100.6,106.8
CC(C)CC(=O)/C=C\c1ccco1,102.3,98.1,102.9,.,87.9,110.2,100.6,95.0
CCN(CC)Cc1ncccc1O,94.3,101.2,99.0,106.5,101.5,102.9,102.0,100.0
O=C(Nc1ccccc1)[C@H](O)[C@@H](O)C(=O)Nc1ccccc1,98.8,100.6,97.6,102.2,97.0,.,100.6,105.6
CCn1cc(C(=O)O)c(=O)c2cc(F)c(N3CCN(C(=O)CCBr)CC3)cc21,98.5,95.9,82.6,109.3,91.6,100.8,93.4,97.1
CC(C)Cc1ccc(C(C)C(=O)NCc2c[nH]c3ccc(Cl)cc23)cc1 (stereo not drawn),92.4,89.0,99.7,85.9,79.8,98.8,66.6,99.4
O=C(CNC(=O)c1cccc2ccccc12)Nc1ccccc1Cc1ccccc1,10.6[5 µM],27.0[5 µM],36.4[5 µM],54.9[5 µM],53.5[5 µM],46.8[5 µM],51.3[5 µM],25.4[5 µM]
O=C1c2c(c(=O)[nH]c3ccccc23)C2CCCN1C2 (stereo not drawn),107.1,119.5,126.8,102.7,.,105.1,117.0,97.1
NC(=O)C(CCN1CCCCC1)c1ccccc1 (stereo not drawn),108.7,105.1,.,102.9,90.1,107.2,102.9,110.4
CCOC(=O)/C=C(/C)c1c(C)[nH]c2ccccc12,83.7,82.8,90.7,69.6,.,99.7,75.0,96.8
COC(=O)CC[C@@H]1O[C@@H](c2ccccc2)[C@@H](O)[C@H]1O,99.9,101.6,107.5,103.4,92.8,97.4,102.2,95.7
C=C(C)[C@@H]1CC[C@]2(COC(=O)c3cccc(OC(C)=O)c3OC(C)=O)CC[C@]3(C)[C@H](CC[C@@H]4[C@@]5(C)CC[C@H](OC(=O)c6cccc(OC(C)=O)c6OC(C)=O)C(C)(C)[C@@H]5CC[C@]43C)[C@@H]12,84.4,50.8,104.5,92.4,103.4,106.5,92.1,95.2
COC(=O)/C=C1\S/C(=N\NS(=O)(=O)c2ccc(C)cc2)N(Cc2ccccc2)C1=O,99.1,99.6,105.0,104.2,88.0,104.7,98.0,94.7
CC(=O)OC[C@H]1OC(Sc2sc(C(=O)c3ccc(C)cc3)c(N)c2-c2nc3ccccc3s2)[C@H](OC(C)=O)[C@@H](OC(C)=O)[C@@H]1OC(C)=O (stereo partly drawn),65.7,81.9,61.5,75.0,58.8,43.9,55.8,79.3
CC(=O)N1CCCC2=C1CCCCCC2,113.5,111.1,94.1,94.3,107.8,89.3,89.6,94.2
